Assay outcomes deposited in PubChem BioAssay by several laboratories.
EP2 modulator = EP2 receptor (human) modulation. hit rate 0.83% among 260,000. AID 940. induction, % at 25 µM. EP2-expressing cells, cAMP HTRF FRET, PGE2 co-stimulation. P43116;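 active means compounds whose cAMP rise, as percent of the full-agonist control response, exceeds 60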;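 further: rat C6 glioma line stably carrying human EP2 under a CMV promoter; the protocol text gives 20 µM as final concentration; 100% = response of wells given 1 µM PGE2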
Target sequence (P43116 whole entry, looked up): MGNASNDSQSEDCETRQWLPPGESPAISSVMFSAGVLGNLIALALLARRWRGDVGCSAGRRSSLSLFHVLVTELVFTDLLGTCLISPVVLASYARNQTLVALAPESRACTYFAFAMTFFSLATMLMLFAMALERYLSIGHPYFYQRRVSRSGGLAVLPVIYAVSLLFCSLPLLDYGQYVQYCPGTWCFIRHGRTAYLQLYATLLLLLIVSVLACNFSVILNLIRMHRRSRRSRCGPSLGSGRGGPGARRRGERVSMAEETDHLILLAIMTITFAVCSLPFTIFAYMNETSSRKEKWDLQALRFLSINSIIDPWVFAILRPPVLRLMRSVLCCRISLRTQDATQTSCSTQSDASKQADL
Rad51 HR inh = blocks human Rad51 in homologous recombination; Q06609; hRad51 DNA strand exchange, fluorescence dequenching; inhibition, % at 10 µM; hit rate 0.085% among 200,000; AID 1385;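 active means inhibition above 40% at the single screening dose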;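 further: 0% = DMSO control wells and 100% = blanks with heterologous ssDNA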
Target sequence (Q06609 whole entry, looked up): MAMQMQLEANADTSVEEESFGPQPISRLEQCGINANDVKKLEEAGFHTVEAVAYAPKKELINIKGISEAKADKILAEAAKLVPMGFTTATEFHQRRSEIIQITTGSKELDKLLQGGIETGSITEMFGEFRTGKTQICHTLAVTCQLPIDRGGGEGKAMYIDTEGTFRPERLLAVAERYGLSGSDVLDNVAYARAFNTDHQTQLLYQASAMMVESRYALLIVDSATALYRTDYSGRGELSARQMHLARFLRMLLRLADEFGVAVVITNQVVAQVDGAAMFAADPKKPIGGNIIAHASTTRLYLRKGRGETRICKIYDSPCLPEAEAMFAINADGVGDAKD
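material = hRad51 filaments on single-stranded DNA | reagent = Donor/quencher-labelled 47-bp dsDNA substrate | compound = 10 µM final, single point | schedule = strand-exchange reaction 15 min at room temperature | measured by = fluorescein emission 520 nm, excitation 485 nm | read-out basis = % inhibition versus plate control and blank means | benchmarks = plate controls and plate blanks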
eIF4E 4G PPI = blocks eIF4E binding to eIF4G | TR-FRET eIF4E-eIF4GI(517-606) binding, 2 h | inhibition, % at 21.7 µM | AID 782 | hit rate 0.37% among 220,000 | P63073+Q04637;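 active means inhibition above about 30%, limit read from the data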;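 further: 0% = full FRET control wells and 100% = background wells lacking eIF4GI fragment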
Calpain2 inh = calpain II (pig) inhibition | inhibition, % at 16 µM | purified calpain II, fluorogenic peptide substrate, 30 min | hit rate 0.37% among 220,000;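 active means inhibition above about 50%, limit read from the data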
L929 necroptosis = blocks zVAD induced death of L929 cells. L929 zVAD necroptosis rescue, ATP luminescence, 24 h; with zVAD 60 µM. viability rescue, % at 10 µM. hit rate 0.38% among 220,000;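 active means activation, scaled between plate controls, above about 75%, limit read from the data; inactive means activation under that limit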;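 further: 0% = zVAD with DMSO and 100% = DMSO alone without zVAD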
TbHK1 inh = blocks Trypanosoma brucei hexokinase 1 activity; recombinant TbHK1, G6PDH-coupled NADH A340; inhibition, % at 10 µM; hit rate 0.11% among 220,000;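 active means inhibition of 50% or more in the single-dose primary screen; inactive means inhibition below 50%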
Hck-Nef inh = inhibitors of human Hck kinase activated by Nef. P08631. Recombinant Hck-YEEI plus Nef, Z-Lyte FRET kinase assay. inhibition, % at 20 µM. hit rate 0.68% among 220,000;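 active means Hck-Nef kinase inhibition above about 50%, limit read from the data; inactive means inhibition below that limit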;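 further: 0% = DMSO with Hck plus Nef and 100% = Hck alone without Nef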
14-3-3 Bad PPI = disrupts binding of bovine 14-3-3 zeta to phospho-Bad peptide | P63103 | TR-FRET 14-3-3zeta/Dy647-pBad peptide displacement, 1 h | inhibition, % at 21.7 µM | hit rate 0.71% among 220,000;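 active means inhibition above about 70%, limit read from the data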;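 further: 0% = full 14-3-3 plus peptide FRET controls and 100% = background without 14-3-3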
Target sequence (P63103 whole entry, looked up): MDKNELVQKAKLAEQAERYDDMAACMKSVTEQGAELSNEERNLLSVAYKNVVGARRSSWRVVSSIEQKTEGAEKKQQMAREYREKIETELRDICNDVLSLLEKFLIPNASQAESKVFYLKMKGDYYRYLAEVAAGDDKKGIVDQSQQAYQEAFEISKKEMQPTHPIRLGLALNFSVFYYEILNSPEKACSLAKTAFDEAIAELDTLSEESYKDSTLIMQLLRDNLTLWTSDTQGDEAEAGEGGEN
PGE2 EP2 inh = blocks the human prostaglandin E2 receptor EP2; C6 glioma cells expressing human EP2, cAMP TR-FRET; cells stimulated with saturating PGE2; P43116; hit rate 0.52% among 260,000; inhibition, % at 25 µM;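 active means percent inhibition above 40 after rounding to a whole number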;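 further: rat C6 glioma host cells with rolipram phosphodiesterase inhibitor present; the protocol text gives 20 µM as final concentration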
Starred values were filed as active, the others as inactive; . = not tested or not shown; & = joins results of further samples; [ ] = remark or other dose.

molecule	EP2 modulator	Rad51 HR inh	eIF4E 4G PPI	Calpain2 inh	L929 necroptosis	TbHK1 inh	Hck-Nef inh	14-3-3 Bad PPI	PGE2 EP2 inh
Cc1cc(-c2csc(NC(=O)c3ccc(=O)n(C)n3)n2)c(C)n1CC1CCCO1 (stereo not given)	-8.4	-3.0	-3.6	-47.0	1.1	-19.4	6.7	10.6	14.3
Cc1cn(Cc2ccccc2)c(=O)[nH]c1=O	2.4	0.5	-5.7	-20.1	1.1	-4.6	6.3	0.3	9.3
Cc1ccccc1NC(=O)COC(=O)C1(C)CC1(Cl)Cl (stereo not given)	-39.3	-17.7	0.0	-4.3	0.3	-9.2	21.7	-3.0	5.6
CCOc1ccc(NC(=O)Nc2ccc(NC(C)=O)cc2)cc1	-40.7	24.1	-1.9	-36.5	2.3	0.1	3.8	-19.8	5.0
Cc1ccc(NC(=O)CSc2n[nH]c(-c3ccco3)n2)c(C)c1	-15.6&3.0	14.7	2.0	1.0	0.6	-3.4	25.7	-5.3	26.3&10.0
Cc1cc(NC(=O)NC(C(F)(F)F)C(F)(F)F)no1	-17.6	.	1.7	-20.8	-0.7	-5.9	6.7	-1.5	3.5
CNc1ncc(C(=O)c2ccc(Br)cc2)s1	16.4	7.2	2.4	11.6	83.2*	-28.0	-8.3	-2.9	6.5
O=C(c1cc(S(=O)(=O)N2CCCCC2)ccc1N1CCOCC1)N1CCN(Cc2ccccc2)CC1	-22.2	-2.2	0.5	3.0	-1.4	8.3	21.1	1.7	4.5

Looked up above.
Entry of `CCOc1ccc(NC(=O)Nc2ccc(NC(C)=O)cc2)cc1` under Rad51 HR inh: 24.1
Entry of `Cc1ccc(NC(=O)CSc2n[nH]c(-c3ccco3)n2)c(C)c1` under Calpain2 inh: 1.0

Continuation:
molecule	EP2 modulator	Rad51 HR inh	eIF4E 4G PPI	Calpain2 inh	L929 necroptosis	TbHK1 inh	Hck-Nef inh	14-3-3 Bad PPI	PGE2 EP2 inh
Cn1cccc1/C=C1\SC(=Nc2ccccc2)NC1=O	-2.6	9.0	-3.0	0.9	-0.8	-10.5	20.5	-1.5	6.9
CC(C)CC(N)c1cn([C@@H](CCC(=O)O)C(=O)N2CCNCC2)nn1 (stereo not given in full)	8.2	-8.8	-2.8	-15.3	0.5	-4.6	3.4	3.7	3.7
C=C(C)CNC(=O)c1ccc(OC2CCN(S(=O)(=O)N(C)C)CC2)cc1	-8.9	.	-2.7	1.8	0.9	-3.8	17.4	-7.2	6.4
O=C(Nc1cccs1)Nc1c(F)cc(F)cc1Br	6.8	0.0	-3.6	2.5	0.0	27.2	4.3	-13.0	4.3
COC(=O)c1[nH]c2ccc(C)cc2c1NC(=O)C1=COCCO1	-18.9	1.0	.	-23.4	0.2	-21.2	0.0	.	11.4
Cc1ccc(NC(=O)COC(=O)CSC(=S)N2CCOCC2)cc1C	28.3	8.0	-2.0	-7.3	1.0	0.4	1.6	-7.2	2.6
COC(=O)c1ccn(Cc2ccccc2Cl)n1	14.3	.	-3.0	-29.6	89.9*	-5.8	4.9	-10.6	5.7
CCN1C(=O)c2ccccc2Sc2ccc(C(=O)NCCN3CCOCC3)cc21	15.9	.	3.0	18.9	.	0.2	-8.1	7.3	3.5
COC(=O)c1[nH]c(C)c(/C(O)=C2\C(=O)C(=O)N(CCN(C)C)C2c2cccs2)c1C (stereo not given)	15.4	-2.0	-2.3	7.6	-0.3	-31.7	-0.9	5.9	5.7
CCOC(=O)Cn1c(=O)c(-c2ccccc2NCc2ccccc2)nc2ccccc21	.	0.8	.	.	-0.1	-13.9	0.3	.	5.9
CCc1c(C)nc(N)n2c(SCC(=O)N3CCCC(C)C3)nnc12 (stereo not given)	15.2	-3.8	-10.7	-0.5	-0.2	0.7	0.0	2.7	-0.8
COc1ccc(C2C(C(=O)N3CCCCC3)c3ccccc3C(=O)N2C)cc1 (stereo not given)	7.0	-9.5	6.7[fluorescence artefact?]	-1.6	1.0	1.6	-0.3	10.6	10.3
Cc1ccc(Nc2cc(C)nn2-c2nc(C)cc(=O)[nH]2)cc1	42.0	5.4	2.9	23.3	77.7*	9.2	-0.8	1.1	8.6
CCOC(=O)CNC(=O)CSc1nc(Cc2cccs2)nc2ccccc12	41.7&43.9	6.9	-5.6	-31.5	0.1	-0.4	2.0	-2.4	10.8&8.6
Cc1noc(C)c1S(=O)(=O)Nc1ccc(C(=O)O)cc1	26.8	9.7	2.1	-19.7	0.1	4.9	1.1	0.7	11.6
CCOC(=O)Cn1c(=O)cc(C)c2cccc(C)c21	48.8	5.3	3.1	73.5*	1.1	1.0	6.7	1.8	1.1

Structures above marked active in Calpain2 inh:
structure,EP2 modulator,Rad51 HR inh,eIF4E 4G PPI,Calpain2 inh,TbHK1 inh,Hck-Nef inh,14-3-3 Bad PPI
CCOC(=O)Cn1c(=O)cc(C)c2cccc(C)c21,48.8,5.3,3.1,73.5*,1.0,6.7,1.8

Next structures.
molecule	EP2 modulator	Rad51 HR inh	eIF4E 4G PPI	Calpain2 inh	L929 necroptosis	TbHK1 inh	Hck-Nef inh	14-3-3 Bad PPI	PGE2 EP2 inh
COc1cc(/C=N/NC(=O)C(N)=O)cc(OC)c1O	-2.0	2.0	1.0	26.9	-0.4	-32.0	6.2	7.2	12.6
CCn1ccc(C(=O)Oc2ccc(C(C)C)cc2)n1	7.3	3.5	4.1	32.6	0.7	1.0	1.0	9.5	23.7
O=C(CSc1nnc(-c2ccco2)n1-c1ccccc1)N1CCN(C(=O)c2ccco2)CC1	13.2	-0.8	-1.1	-3.2	0.5	4.2	0.5	-8.0	11.1
O=C(CSc1ccc2ccccc2n1)NCCC1=CCCCC1	16.3	10.0	4.6	13.9	0.4	-3.6	0.6	-1.6	6.7
CCn1c(NCc2c[nH]c3ccccc23)nc2ccccc21	-103.9	6.4	.	.	0.5	4.3	6.8	.	15.3&7.1
COc1ccc(-c2nc(CCNC(=O)c3ccc(Br)o3)cs2)cc1	-19.0	1.5	-0.8	-6.2	1.4	-2.2	8.0	-3.5	17.4
O=C(NC(=S)Nc1ccc(Oc2ccc(Cl)cc2)cc1)c1ccccc1	27.1	-6.8	-2.8	16.3	-0.3	-6.1	-1.0	-9.8	11.5
COc1ccc(C2=NN(C(=O)CN3CCCC3)C(c3ccc(OC)cc3)C2)cc1 (stereo not given)	-38.4	.	0.2	-9.2	-0.4	7.4	23.2	0.1	8.0
O=C(O)/C=C\C(=O)Nc1cc(O)ccc1[N+](=O)[O-]	4.7	13.6	-7.4	-14.5	0.3	-15.3	23.4	1.2	2.9
CCNC(=S)N1CCC(c2nc3ccccc3s2)CC1	29.2	0.3	9.1	-15.7	0.2	-0.1	-1.2	-19.3	9.7
CCOC(=O)CSc1nc2cc(C(=O)N3CCC(C(N)=O)CC3)ccc2c(=O)n1C1CCCCC1	6.5	0.5	0.2	-48.7	-1.9	-8.3	28.8	-0.6	1.5
CCN(CC)CCn1c(=S)[nH]c2cc(Cl)ccc2c1=O	-6.0	-3.7	-1.9	-14.1	0.1	-9.5	0.7	-17.9	7.7
N#C/C(=C\c1cccnc1)c1nc2ccccc2[nH]1	-28.4	-24.5	1.8	-18.8	0.3	-24.5	-32.5	3.3	11.1
Cc1ccc(Oc2ccccc2/C=C/C(=O)O)cc1	28.7	-1.6	-2.7	24.3	0.5	2.7	0.7	6.8	6.4
Cc1ccc(-c2nc(C3CCN(S(=O)(=O)c4ccc(C(C)(C)C)cc4)CC3)no2)cc1	0.8	-7.0	-5.4	2.0	1.4	4.1	2.4	2.3	6.6
CC(=O)c1cccc(NC(=O)c2ccc(OC3CSC3)cc2)c1	-31.4	5.0	0.3	-2.5	0.9	-9.4	8.2	17.7	6.6
CC(=O)N=c1c(C#N)cc2c(=O)n3cccc(C)c3nc2n1CCCOC(C)C	-4.3	.	-0.9	-3.2	0.7	-10.8	32.6	-1.0	15.3
O=Cc1c(N2CCC3(CC2)OCCO3)nc2ccccn2c1=O	-19.9	.	0.5	0.0	-0.2	-33.8	20.8	-6.7	5.1
COc1cc(/C=N/NC(=O)c2ccccc2)ccc1O	-8.3	2.9	-2.4	-11.2	2.0	-34.4	3.6	-7.3	4.4
CN(C)c1ccc(C(c2ccc(N(C)C)cc2)c2ccc([N+](=O)[O-])cc2)cc1	9.5&-9.5	-14.4	5.6	-9.5	0.0	-30.6	6.8	-1.5	10.2&13.6
O=C(Nc1nc(-c2cc(Cl)sc2Cl)cs1)c1ccc(Br)s1	11.7	-2.9	-27.7	-35.2	0.9	31.4	4.6	6.5	5.2
OC(COCCC12CC3CC(CC(C3)C1)C2)CN1CCCC1 (stereo not given)	-26.2	-9.7	-1.4	16.6	-1.5	11.7	-49.9	4.4	0.7
O=c1[nH]c(-[n+]2ccccc2)c(/C=N/NC([S-])=Nc2ccccc2)s1	0.9	-120.5	7.4	-14.0	0.2	-79.2	-2.5	-2.7	4.5
CCOc1ccc(N=C(C)C2=C(O)c3ccccc3C2=O)cc1	25.8	10.3	-2.3	-0.7	0.5	-17.4	19.2	-1.6	4.0

Exported with each value named: 2 of the compounds above
COc1cc(/C=N/NC(=O)c2ccccc2)ccc1O
- EP2 modulator = -8.3
- Rad51 HR inh = 2.9
- eIF4E 4G PPI = -2.4
- Calpain2 inh = -11.2
- L929 necroptosis = 2.0
- TbHK1 inh = -34.4
- Hck-Nef inh = 3.6
- 14-3-3 Bad PPI = -7.3
- PGE2 EP2 inh = 4.4

CN(C)c1ccc(C(c2ccc(N(C)C)cc2)c2ccc([N+](=O)[O-])cc2)cc1
- EP2 modulator = 9.5&-9.5
- Rad51 HR inh = -14.4
- eIF4E 4G PPI = 5.6
- Calpain2 inh = -9.5
- L929 necroptosis = 0.0
- TbHK1 inh = -30.6
- Hck-Nef inh = 6.8
- 14-3-3 Bad PPI = -1.5
- PGE2 EP2 inh = 10.2&13.6

Later entries.
molecule	EP2 modulator	Rad51 HR inh	eIF4E 4G PPI	Calpain2 inh	L929 necroptosis	TbHK1 inh	Hck-Nef inh	14-3-3 Bad PPI	PGE2 EP2 inh
COc1ccc(CC2NCCC3(O)CCCCC23)cc1 (stereo not given)	-12.8	1.8	12.1	8.0	0.2	4.7	0.1	-2.0[fluorescence artefact?]	7.2
Cc1ccc(NC(=O)COc2ccc(-n3ccnc3)cc2)cc1Cl	-23.9	7.6	-3.5	-11.6	76.3*	2.1	4.9	7.0	9.1
Cc1ccc(C(=O)c2oc3ccccc3c2NC(=O)c2cc(-c3cc(C)ccc3O)n[nH]2)cc1	4.1	-3.2	-0.9	-49.3	-0.4	-26.9	12.3	0.3	6.2
CCOc1ccc(Br)cc1S(=O)(=O)Nc1ccccc1N1CCOCC1	8.0	2.4	0.1	-34.9	-0.5	-9.3	2.4	-6.6	10.7
CCc1ccc2nc3sc(C(=O)N4CCc5ccccc54)c(N)c3cc2c1	-11.6	-20.8	-1.4	-2.7	0.3	-0.2	5.7	9.0	6.6
Cc1nn(C(C)CC(=O)O)c(C)c1C (stereo not given)	12.1	2.6	0.1	21.4	-0.6	-5.8	-1.0	17.2[fluorescence artefact?]	1.0
COC(=O)c1c(NC(=O)C2CC=CCC2C(=O)O)sc(C(N)=O)c1C (stereo not given)	3.5	.	-1.7	-21.9	0.0	6.4	5.8	7.0	.
Cn1c(NC(=O)CCc2ccccc2)cc(=O)n(C)c1=O	27.0	-1.7	3.5	-14.7	0.5	0.2	1.4	2.7	13.5
CCOC(=O)c1c(C)[nH]c(C)c1C(=O)COC(=O)CCOc1ccccc1OC	11.8	5.6	0.8	-13.2	-0.1	-3.3	1.1	-4.2	17.1
COc1cc(/C=N/NC(=O)c2cc(-c3ccccc3OC(C)C)nc3ccccc23)ccc1O	18.9	7.7	15.4	-80.7	0.3	-27.1	-0.3	-7.8	4.3

These rows are one share of the data; the hit share may differ from the screen's.
